Screens (PubChem BioAssay)
TAAR1 ag – human TAAR1 agonism. CHO RD-HGA16 TAAR1, Fluo-8 calcium fluorescence; vehicle wells 0%, saturating PEA agonist 100%. activation, % at 3 µM. actives 0.99% (n = 360,000);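 active means activation above the mean activation of all test compounds in the run plus 3 SD, cut at about 38% in these data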
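Signal – calcium-sensitive Fluo-8 signal, excitation 470-495, emission 515-575 nm · System – RD-HGA16 (CHO) cells co-expressing Gα16 and hTAAR1 · Incubation – 17-24 h seeding, 75 min 37 °C dye, 30 min RT · Compound dosing – 3 µM single concentration · Repeats – no replicates (n 1)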
CHRM4 PAM – CHRM4 positive allosteric modulation | P08173 | CHO-K1 hM4/Gqi5, Fluo-8 calcium fluorescence, ACh EC20; 0% = ACh EC20, 100% = maximal ACh | activation, % at 3 µM | actives 0.4% (n = 360,000);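 active means activation above its plate's cutoff, the mean activation of sample wells plus 3 SD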; further: some results filed as inactive read as strong as hits
Target sequence (P08173 whole entry, looked up): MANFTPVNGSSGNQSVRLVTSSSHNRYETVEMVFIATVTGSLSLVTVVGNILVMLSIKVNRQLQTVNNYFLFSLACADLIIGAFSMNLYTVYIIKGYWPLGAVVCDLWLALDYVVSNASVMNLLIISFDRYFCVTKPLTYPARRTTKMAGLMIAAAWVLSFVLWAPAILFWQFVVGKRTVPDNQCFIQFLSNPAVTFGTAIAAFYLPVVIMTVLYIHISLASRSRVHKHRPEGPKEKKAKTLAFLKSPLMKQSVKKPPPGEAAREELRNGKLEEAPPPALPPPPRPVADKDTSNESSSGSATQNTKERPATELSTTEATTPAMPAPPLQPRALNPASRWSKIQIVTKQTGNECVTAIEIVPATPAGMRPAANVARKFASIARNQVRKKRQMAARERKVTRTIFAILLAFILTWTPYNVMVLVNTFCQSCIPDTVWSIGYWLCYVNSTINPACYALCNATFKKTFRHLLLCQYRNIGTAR
M1 PAM parental – nonselective activator or artifact in parental CHO-K1 calcium assay | ATP EC20, Fluo-8 calcium fluorescence; 0% at ATP EC20, 100% at ATP max | activation, % at 3 µM | actives 0.02% (n = 360,000) | AID 602247;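 active means activation above the run cutoff, the mean activation of all test compounds plus 3 SD, cut at about 40% in these data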;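 further: peak over basal fluorescence ratio in a 140 s read after ATP addition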
TAAR1 antag – antagonists of human TAAR1; inhibition, % at 3 µM; Q96RJ0; CHO RD-HGA16 TAAR1, Fluo-8 calcium fluorescence, antagonist; actives 1.5% (n = 360,000); AID 624466;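 active means inhibition above a per-plate cutoff, the mean inhibition of test compounds on that plate plus 3 SD, cut at about 49% in these data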;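 further: 0% = DMSO plus EC80 beta-PEA response and 100% = DMSO alone without agonist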
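System: CHO RD-HGA16 cells bearing hTAAR1. Reagent: EC80 β-phenethylamine stimulus. Schedule: seeding 17-24 h prior, 75-min 37 °C, 30-min RT dye loading. Signal: Fluo-8 intracellular calcium dye fluorescence, real-time kinetic reads. Read-out: % inhibition from peak post-agonist over basal fluorescence ratio. Benchmarks: vehicle wells and EC80 agonist wells. Replicates: n of 1.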
CHRM5 antagonist – CHRM5 antagonism in calcium assay; P08912; CHO-hM5 cells, Fluo-8 calcium fluorescence, ACh EC80; inhibition, % at 3 µM; actives 0.59% (n = 360,000); AID 624040;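 active means inhibition above a per-plate cutoff, the mean of that plate's test compounds plus 3 SD, cut at about 27% in these data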;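 further: 0% = acetylcholine EC80 with DMSO and 100% = DMSO without agonist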
Target sequence (P08912 whole entry, looked up): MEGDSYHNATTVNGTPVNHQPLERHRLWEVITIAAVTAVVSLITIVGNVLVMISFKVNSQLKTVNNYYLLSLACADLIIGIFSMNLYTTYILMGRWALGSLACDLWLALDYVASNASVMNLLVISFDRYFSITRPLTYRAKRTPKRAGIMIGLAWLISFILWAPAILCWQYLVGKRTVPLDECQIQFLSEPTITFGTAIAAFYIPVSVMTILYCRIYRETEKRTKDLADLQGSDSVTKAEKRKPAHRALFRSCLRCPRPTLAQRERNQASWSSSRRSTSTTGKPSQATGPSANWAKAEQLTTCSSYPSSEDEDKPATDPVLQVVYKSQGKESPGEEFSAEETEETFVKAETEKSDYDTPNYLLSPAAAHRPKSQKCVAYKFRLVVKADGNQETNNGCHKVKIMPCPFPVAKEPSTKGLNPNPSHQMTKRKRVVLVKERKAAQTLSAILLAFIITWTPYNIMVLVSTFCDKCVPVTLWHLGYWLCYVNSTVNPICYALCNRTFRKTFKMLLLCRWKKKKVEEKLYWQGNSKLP
CRFR2-BP ag – agonists of human CRF-binding protein/CRF-R2 receptor complex; actives 0.46% (n = 350,000); activation, % at 13.2 µM; HEK293 CRF-R2/CRF-BP, calcium dye fluorescence (FLIPR); percent of saturating CRF peptide response;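 active means activation of at least 50%, plus an integration ratio under a set limit after plate pattern correction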;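 further: plate controls were neutral control wells without compound for no effect and CRF at EC100 for full effect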
M5 ag – agonists of human muscarinic M5 receptor (CHRM5); actives 0.19% (n = 360,000); AID 624037; CHO-K1 hM5 cells, Fluo-8 calcium fluorescence; 0% DMSO wells, 100% maximal acetylcholine response; activation, % at 3 µM; P08912;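 active means activation above the run's mean over test compounds plus 3 SD, cut at about 23% in these data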;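 further: signal is peak over basal fluorescence ratio across the kinetic read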
M5 PAM – positive allosteric modulators of human muscarinic M5 receptor; P08912; CHO-K1 hM5, Fluo-8 calcium, ACh EC20 PAM; 0% = ACh EC20, 100% = ACh EC100; activation, % at 3 µM; actives 0.3% (n = 360,000); AID 624038;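 active means activation above the run cutoff, the mean activation of all test compounds plus 3 SD, cut at about 18% in these data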
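Measured by: Fluo-8 calcium fluorescence; material: human M5 receptor in CHO-K1 cells; schedule: Post-acetylcholine fluorescence recording 140 s; benchmarks: low control EC20 acetylcholine (0%), high control EC100 acetylcholine (100%); read-out: Max/basal fluorescence ratio as % of EC20–EC100 ACh window; compound: single dose, 3 µM nominal final test concentration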
CRFBP-R2 block – antagonists of CRF-binding protein/CRF-R2 receptor complex | inhibition, % at 11.8 µM | AID 588475 | HEK293 CRF-R2/CRF-BP, CRF-induced calcium fluorescence | actives 0.59% (n = 350,000);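 active means inhibition of the ligand-induced calcium signal above about 50% at the single tested concentration, limit read from the data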
Active calls of the source: *; . = not tested or not shown. An unsorted share of the library; about 4.2% have a hit in one of these screens.

entry	Compound	TAAR1 ag	CHRM4 PAM	M1 PAM parental	TAAR1 antag	CHRM5 antagonist	CRFR2-BP ag	M5 ag	M5 PAM	CRFBP-R2 block
1	O=C(O)c1ccc(Cl)c(S(=O)(=O)Nc2ccc(S(=O)(=O)N3CCCC3)cc2)c1	0	0	21	-9	2	-0.6	-1	-2	5
2	Cc1nc(N2CCN(Cc3ccc4c(c3)OCO4)CC2)[nH]c(=O)c1C	3	13	0	-1	0	-2.0	-1	1	8
3	CC(C)(C)c1nc2ccccc2c2nnc(SCC(=O)Nc3nc4ccccc4s3)n12	4	4	18	-24	-5	2.3	1	3	3
4	COc1ccc(/C=N/NC(N)=S)cc1	2	-2	-21	-7	8	1.2	-1	2	-7
5	[O-][N+]12CCCCC1CCCC2CO (stereo unspecified)	0	-7	11	-21	0	-0.1	2	5	9
6	Cc1ccc(-c2nn(-c3ccccc3)cc2C(=O)NCC2CCCO2)cc1 (stereo unspecified)	2	13	16	10	5	-1.4	4	1	-4
7	O=C(CN1C(=O)c2cccnc2Oc2ccc(Cl)cc21)N1CCCCCC1	1	-3	3	-34	-6	-0.8	2	-1	-6
8	O=C(O)C(CCCCN1C(=O)C2C3C=CC(C3)C2C1=O)N1C(=O)C2C3C=CC(C3)C2C1=O (stereo unspecified)	4	-1	10	0	2	-1.8	-1	-2	14
9	CC(C)c1ccc(C2/C(=C(\O)c3ccc4c(c3)OCCO4)C(=O)C(=O)N2CCN2CCOCC2)cc1 (stereo unspecified)	0	0	-14	-6	2	0.0	0	4	13
10	O=C1Cc2ccccc2C(=O)N1OCc1ccc(Cl)cc1Cl	6	8	13	-15	-2	0.3	0	1	8
11	O=C(CSc1nnc(-c2ccc3c(c2)OCO3)n1-c1ccccc1)c1ccccc1	1	6	16	-11	5	1.0	-2	-8	13
12	COc1ccc(S(=O)(=O)Nc2ccccc2C(=O)Nc2nc(-c3ccc(F)cc3)cs2)cc1OC	9	-14	-7	90*	43*	48	7	-21	47
13	O=C1C2C3C=CC(C2C(=O)N1c1cccc(O)c1)C1C2C(=O)N(c4cccc(O)c4)C(=O)C2C31 (stereo unspecified)	0	-4	15	16	3	0.7	-2	7	-6
14	C/C(=N\N1CCN(Cc2ccccc2)CC1)c1ccco1	12	14	-11	17	-3	6.3	-4	12	0
15	CCCC(=O)NC1C2CC3CC(C2)CC1C3 (stereo unspecified)	7	-2	12	-15	4	1.5	-1	0	-1
16	Cc1nnc(NC(=O)c2ccc(C)c(S(=O)(=O)N3CCCCCC3)c2)s1	5	-3	8	-3	-5	-1.5	3	5	5
17	O=C(Cn1cnc(S(=O)(=O)N2CCCCC2)c1)Nc1ccc(OC(F)(F)F)cc1	8	4	3	-15	12	2.7	-3	-2	-2
18	O=C(N/N=C1\CCCc2ccccc21)c1ccc([N+](=O)[O-])cc1	1	9	14	16	8	-0.8	-4	-4	-9
19	O=C(CCCN1C(=O)S/C(=C\C=C\c2ccccc2)C1=O)Nc1ccc(O)cc1	9	-10	-1	35	25	-0.8	2	-11	1
20	O=C(CNC(=O)c1ccccc1F)NCC(c1cccs1)N1CCOCC1 (stereo unspecified)	1	2	-8	-2	10	0.5	2	4	-5
21	CN(C)CCOC(=O)NCC12CC3CC(CC(C3)C1)C2	2	-9	15	-33	6	0.5	-6	6	-10
22	CCSc1nnc(N)s1	2	0	6	-3	-4	0.6	0	0	-8
23	C[C@@H]1CN([C@@H](C)CO)C(=O)CCCn2nncc2CO[C@@H]1CN(C)S(=O)(=O)c1ccccc1C#N	1	-4	0	0	-8	3.3	-3	5	14
24	O=C(NN1C(=O)/C(=C/c2ccc(O)c([N+](=O)[O-])c2)SC1=S)c1ccccc1Cl	9	-6	17	9	-4	-9.8	2	-9	37

A draw from above in order of length of the SMILES, ascending:
entry	Compound	TAAR1 ag	CHRM4 PAM	M1 PAM parental	TAAR1 antag	CHRM5 antagonist	CRFR2-BP ag	M5 ag	M5 PAM	CRFBP-R2 block
21	CN(C)CCOC(=O)NCC12CC3CC(CC(C3)C1)C2	2	-9	15	-33	6	0.5	-6	6	-10
18	O=C(N/N=C1\CCCc2ccccc21)c1ccc([N+](=O)[O-])cc1	1	9	14	16	8	-0.8	-4	-4	-9
17	O=C(Cn1cnc(S(=O)(=O)N2CCCCC2)c1)Nc1ccc(OC(F)(F)F)cc1	8	4	3	-15	12	2.7	-3	-2	-2

Next structures follow.
entry	Compound	TAAR1 ag	CHRM4 PAM	M1 PAM parental	TAAR1 antag	CHRM5 antagonist	CRFR2-BP ag	M5 ag	M5 PAM	CRFBP-R2 block
25	CCCCNC(=O)OCC(CC)NC(=O)OCC(C)C (stereo unspecified)	8	2	12	-20	0	-0.9	-2	-1	-6
26	ClCc1nnc(-c2ccccc2)o1	2	0	24	-10	1	-0.7	-3	-2	4
27	O=C(NCc1ccco1)c1cc2n(n1)C(C(F)(F)F)CC(c1ccc(Cl)c(Cl)c1)N2 (stereo unspecified)	17	2	17	9	0	-0.8	0	2	-11
28	O=C(Nc1ccc2c(c1)OCCO2)C1CCN(S(=O)(=O)c2ccccc2)CC1	3	4	21	10	-3	-8.0	5	-1	-19
29	CC1=NN(c2ccc(Cl)cc2)C(=O)C1C(c1cccc(O)c1)c1c(C)[nH]n(-c2ccc(Cl)cc2)c1=O (stereo unspecified)	.	-4	8	.	16	0.7	11	-14	42
30	CSc1ccc(/C=C(\NC(=O)c2ccccc2)C(=O)NN)cc1	1	2	-15	-6	15	2.6	0	-1	-21
31	CCCn1c(=O)c2ccccc2n2c(SCC(=O)c3cc(C)n(CCOC)c3C)nnc12	0	3	1	-6	-1	0.8	1	0	10
32	COc1ccc(NC(=O)c2ccccc2O)c(OC)c1	17	-3	27	6	-1	-3.0	0	-4	3
33	CC1=C(C)C(=O)N(c2ccccn2)C1=O	10	7	21	-1	6	-1.1	-3	-4	7
34	CCCn1c(SCC(=O)NC2CCCCC2)nnc1C1CC1	0	13	-22	8	-1	-0.6	-2	7	8
35	C/C(=C\C(=O)Nc1cscc1C)C(=O)O	0	-5	-6	16	7	-0.5	2	0	-13
36	Cc1nc2ccccc2c(=O)n1NC(=O)COc1ccccc1	2	-4	23	-5	1	-0.7	2	-1	-5
37	COc1ccc(CN(C)Cc2c(O)ccc3cc(Br)ccc23)cc1OC	6	4	2	-8	-10	-1.2	1	23*	-4
38	Cc1nn(CC(O)Cn2cnc3c2c(=O)n(C)c(=O)n3C)c(C)c1Br (stereo unspecified)	10	3	-2	-7	-9	-0.9	-5	-5	-7
39	Clc1ccc(Oc2nnnn2-c2ccccc2)cc1	-1	6	2	-7	-5	-2.8	-16	6	20
40	CCn1c(NCc2ccc3c(c2)OCO3)nc2ccccc21	14	-1	11	-18	-1	-2.9	-4	-5	1
41	CCOC(=O)c1cc(-c2ccc(OC)cc2)nn1-c1ccccc1C(=O)O	2	0	10	-34	6	-1.0	-5	2	11
42	Cc1ccc(-c2ccc(CCC(=O)O)o2)cc1	3	5	27	16	-3	1.4	2	3	-21
43	CC(=Nc1ccccc1)C1=C(O)C(Cc2ccc(O)cc2)NC1=O (stereo unspecified)	0	2	-21	8	-1	2.6	4	5	-40
44	COc1cc(C(F)(F)F)c(C(=O)N(C)c2ccc(Cl)cc2)cn1	4	6	-12	-14	-2	1.0	2	5	10
45	COC(=O)CN(C(=O)CSc1nnc(-c2cccc(OC)c2)o1)c1ccc(OC)cc1	7	-3	7	-1	-7	-0.9	3	-2	10
46	NC(=O)C1CCN(c2oc(-c3cccs3)nc2S(=O)(=O)c2ccc(Cl)cc2)CC1	-1	5	14	11	9	0.2	2	-2	14
47	O=C(CSc1n[nH]c(-c2ccccn2)n1)Nc1ccc(Cl)cc1	24	6	13	-10	-4	-0.6	2	5	-16
48	CCOc1ccc(CC(=O)NC2CC(C)(C)N(C)C(C)(C)C2)cc1OCC	0	4	2	-14	9	-0.9	-11	-10	0
49	CC(C)n1c(NCc2ccc(Cl)cc2)nc2ccccc21	1	-16	15	-10	4	2.0	-10	-5	-20
50	O=C(O)CC1(CC(=O)NCc2ccc(C(F)(F)F)cc2)CCCCC1	0	3	-11	-39	8	-0.6	4	5	-2
51	Cc1ccc(C)c(N(CC(=O)NCCc2ccccc2)C(=O)CCC(=O)Nc2ccccn2)c1	8	11	25	8	14	-0.7	1	0	-19
52	Cc1ccc(Oc2ncc(-c3ccc(Cl)cc3)cn2)cc1	16	2	20	1	-3	3.1	2	3	-3
53	Cc1oc(-c2ccccc2F)nc1CS(=O)(=O)CC(=O)NCCCN(C)C1CCCCC1	7	1	9	-10	8	-2.0	-3	-6	-7
54	O=C(Nc1ccnn1C1CCN(C2CCC2)CC1)c1ccccc1Cl	5	0	9	-16	-6	4.0	-4	7	8
55	COc1ccc(C(C)=O)cc1CSc1nc2ccccc2o1	-3	8	17	3	-6	-0.5	-6	4	-3
56	COC(OC)c1ccc(C#N)c(SCc2ccccc2)n1	-1	-10	-2	-30	16	-4.7	-8	-12	6
57	O=S1(=O)[C@H]2C[C@H](CO)O[C@@]2(CO)CN1Cc1ccc(-c2ccc(F)cc2)cc1	9	-1	17	14	6	4.6	4	-9	4
58	O=C(COC(=O)/C=C/c1ccccc1)NC1CCCCC1	9	1	5	2	8	-0.8	3	1	-6
59	CCN(CC(=O)Nc1ccccc1OC)C(=O)C1CCCC1	6	1	4	13	0	1.1	3	-1	-9
